Screening results from PubChem.
Jurkat NFkB inh – lowers PMA/ionomycin-induced NF-kB signal in Jurkat cells; PMA/ionomycin-induced NF-kB luciferase reporter, luminescence; inhibition, % at 4 µM; hit rate 0.53% among 330,000
697 NFkB inh – inhibitors of the PMA/ionomycin-induced NF-kB reporter in 697 B cells; 697 B-cell NF-kB luciferase reporter, 16 h; inhibition, % at 4 µM; hit rate 0.33% among 330,000; AID 435022; in the data active = inhibition above about 35%
EBI2 block – antagonists of human EBI2 receptor; inhibition, % at 5 µM; hit rate 0.81% among 360,000; EBI2 beta-arrestin recruitment, luminescence, 7a,25-OHC stimulated; in the data active = inhibition above about 38%;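 note: enzyme fragment complementation signal reports receptor beta-arrestin coupling in cells; 0% = agonist plus DMSO wells and 100% = wells without agonist; some results beyond the cut were filed as inactive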
CCR6 antag – antagonists of human CCR6 receptor. CHO-K1 CCR6 PathHunter beta-arrestin, luminescence, CCL20-stimulated. inhibition, % at 20 µM. hit rate 0.49% among 340,000. AID 493098;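 active = compounds whose inhibition of the agonist-driven luminescence signal at 20 µM reaches about 50%, limit read from the data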;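 note: cells stimulated with CCL20 at 14 nM final; plate controls were DMSO with CCL20 for no effect and DMSO without agonist for full effect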
Target sequence (P51684 whole entry, looked up): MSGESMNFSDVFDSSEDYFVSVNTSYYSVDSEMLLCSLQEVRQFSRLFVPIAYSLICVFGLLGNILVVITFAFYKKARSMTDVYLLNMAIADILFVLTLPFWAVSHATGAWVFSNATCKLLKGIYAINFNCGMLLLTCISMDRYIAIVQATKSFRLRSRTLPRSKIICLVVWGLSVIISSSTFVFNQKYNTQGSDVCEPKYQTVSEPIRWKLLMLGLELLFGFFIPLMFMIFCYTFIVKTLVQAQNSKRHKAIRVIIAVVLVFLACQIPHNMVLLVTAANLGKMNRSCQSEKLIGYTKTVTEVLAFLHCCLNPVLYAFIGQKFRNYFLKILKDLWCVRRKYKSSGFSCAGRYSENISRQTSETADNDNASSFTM
UBC13 inh – inhibitors of human UBC13 polyubiquitin chain formation | hit rate 0.47% among 330,000 | TR-FRET | AID 485273 | inhibition, % at 20 µM; in the data active = inhibition above about 45%, passing the limit was not always enough
Target sequence (P61088 whole entry, looked up): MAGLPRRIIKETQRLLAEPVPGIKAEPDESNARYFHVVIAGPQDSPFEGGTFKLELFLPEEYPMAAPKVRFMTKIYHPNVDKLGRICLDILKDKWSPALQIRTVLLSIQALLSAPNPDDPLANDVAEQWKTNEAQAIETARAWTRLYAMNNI
Gli-Sufu antag – blocks Gli-Sufu signaling in a luciferase reporter; AID 588413; Sufu-KO-LIGHT fibroblasts, Gli luciferase reporter luminescence; inhibition, % at 5 µM; hit rate 0.74% among 340,000;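 active = inhibition above about 55%, limit read from the data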;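 note: 0% = DMSO-treated cells and 100% = wells with medium but no cells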
Apaf1 inhib – blocks human Apaf-1 apoptosome activity; inhibition, % at 20 µM; hit rate 0.71% among 330,000; reconstituted apoptosome caspase-3 activity, DEVD-Rh110 fluorescence; O14727; active = inhibition of at least 40% at 20 µM;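 note: plate controls were DMSO wells for no effect and DEVD-CHO caspase inhibitor wells for full effect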
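System – cell-free apoptosome with Apaf-1, procaspase-3 and caspase-9 · Buffer or medium – pH 7.5 Hepes buffer with CHAPS, BSA, DTT · Also added – cytochrome c with DEVD-Rh110 · Times – 30 min compound preincubation, 50 min activation, room temperature · Technique – Rh110 fluorescence intensity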
SENP8 inh – blocks the human protease SENP8 | AID 2540 | inhibition, % at 10 µM | purified SENP8, Z-RLRGG-aminoluciferin cleavage, luminescence | Q96LD8 | hit rate 1.2% among 330,000
Target sequence (Q96LD8 whole entry, looked up): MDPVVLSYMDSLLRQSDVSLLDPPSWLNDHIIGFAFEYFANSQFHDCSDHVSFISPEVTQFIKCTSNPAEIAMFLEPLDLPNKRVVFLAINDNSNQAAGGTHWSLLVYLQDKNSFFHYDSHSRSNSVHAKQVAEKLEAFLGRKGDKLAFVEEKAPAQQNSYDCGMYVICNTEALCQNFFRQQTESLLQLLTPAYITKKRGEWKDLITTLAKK
* = called active by the depositor; . = no result given. Cut-off read from the data, not from the text of the source, unless noted: active = inhibition above about 50%; inactive = the rest.

compound,Jurkat NFkB inh,697 NFkB inh,EBI2 block,CCR6 antag,UBC13 inh,Gli-Sufu antag,Apaf1 inhib,SENP8 inh
NC(=O)C1CCN(c2nc(-c3ccccc3)nc3ccccc23)CC1,-11,-15,9,2,-2,-16,9,3
CN(C)/C=N/c1nc2ccc3c(c2s1)CCCC3,-75,-115,-15,3,0,-72,5,-5
COc1ccc(NC(=O)CSc2n[nH]c(=O)n2C2CC2)cc1OC,-2,-4,-4,10,-5,1,0,0
N=c1c(C(=O)NCc2ccco2)cc2c(=O)n3ccccc3nc2n1CC1CCCO1 (stereo not drawn),-3,6,13,20,-2,6,-2,2
O=C(CN1CCCC1)Nc1ccc(NC(=O)Nc2ccccc2)cc1,-76,-13,-22,8,6,10,-3,-7
COc1c(O)cccc1-c1nnn(CCC(=O)OCC(=O)c2ccccc2)n1,3,20,-1,1,5,7,5,-3
Cc1cccc(NC(=O)C2c3ccccc3C(=O)N3CCc4ccccc4C23)n1 (stereo not drawn),7,5,0,8,-1,9,-13,5
CC(C)(C)NC(=O)CSc1ncccc1-c1nc2ccccc2[nH]1,-3,4,1,13,4,-8,-15,4
CCc1nnc(NC(=O)CSc2nc(C)nc3c2c(=O)n(C)c(=O)n3C)s1,4,-28,-1,-6,5,13,-6,1
COc1ccc(-c2ccc(SCC(=O)NC3CCCC3)nn2)cc1OC,-31,-15,-13,10,-4,13,5,3
CCCCN1C=CC(=C2N=c3cccc([N+](=O)[O-])c3=N2)C=C1,-70,-85,-6,-4,-18,8,1,10
CCC1(C)Cc2c(sc3[nH]c(=O)[nH]c(=O)c23)CS1 (stereo not drawn),-4,7,-1,1,-3,2,8,-7
CCSc1nnc(CNc2ccc(C)cc2)n1C,-1,-6,-5,0,4,-4,-16,2
O=C(c1c[nH]c2ccc(S(=O)(=O)N3CCOCC3)cc2c1=O)N1CCCC1,-5,10,17,-18,6,-17,-9,3
COc1ccc([N+](=O)[O-])cc1NC(=O)c1cccs1,3,0,-8,19,-3,-1,-3,-2
COc1ccccc1N1CCN(C2CC(=O)N(c3ccc(Cl)cc3)C2=O)CC1 (stereo not drawn),-10,10,5,5,2,27,1,-14
CCOc1cc(/C=N/NC(=O)CNc2cccc(C)c2)ccc1OC(=O)c1ccccc1,2,31,1,11,-3,-12,14,1
CC1CC(C)CN(CCCNC(=O)Cn2ncc3c(=O)oc4ccccc4c32)C1 (stereo not drawn),-16,-22,-5,-13,2,6,13,-9
O=C(N/N=C\c1ccc(-c2ccccc2[N+](=O)[O-])o1)C1COc2cc3ccccc3cc2O1 (stereo not drawn),18,4,-2,0,-35,8,81*,14
COC1CCCN(C(=O)c2ccc3nc(Cc4cccc(Cl)c4)oc3c2)C1 (stereo not drawn),-15,-7,8,10,-3,17,16,-5
NNC(=O)c1ccc(Cn2cccn2)o1,-12,11,4,3,-6,-5,-11,5
O=C(C1=C(Nc2ccccc2)c2ccccc2S(=O)(=O)N1)c1ccccc1,2,-10,10,70*,-63,4,25,-9
Cc1ccc(C2=NC3(CCCC3)NC2=S)cc1,-22,-8,5,9,-5,-23,-23,3
Cc1cccc(NC(=S)N(CCc2nc3cc(C)c(C)cc3[nH]2)Cc2cccnc2)c1,-10,28,4,-14,20,2,2,-6
O=C(CN(Cc1ccc(Br)cc1)S(=O)(=O)c1ccccc1)NCc1ccccn1,12,-3,0,22,-10,-7,1,5
COCCNC(=O)CSc1nc(N)c(NC(=O)c2ccccc2F)c(=O)[nH]1,-2,0,-3,6,-7,-7,11,-4
C/C(O)=c1/c(=O)nc2cccc3c2=c1c1ccccc1c3=O,-1,11,12,9,-28,4,4,-4
O=C(CCn1c(=S)oc2ccccc21)NC1CCCCCCC1,-5,24,-1,21,11,2,-11,-2
O=[N+]([O-])c1cccc(/C=N/Nc2nc(NCc3ccccc3)nc(N3CCOCC3)n2)c1O,-1,-27,76*,107*,-73,23,11,5
CN(C)CCCn1c(NC(=O)C2CCCCC2)nc2ccccc21,-6,1,-7,17,-4,6,-20,-6
Cc1cc(C)cc(NC(=O)C(=O)NCCCN2CCCC2=O)c1,-16,-14,-11,1,-1,-38,-1,1
O=C(O)CC1(CC(=O)NCc2cccc(Cl)c2)CCCCC1,-18,9,-5,1,-2,.,0,-4
c1csc(C(c2nnnn2C2CCCC2)N2CCCC3(CCCCC3)C2)c1 (stereo not drawn),-20,-17,6,18,-4,14,26,-11
N#Cc1ccccc1S(=O)(=O)N1CCN(C(=O)Cc2coc3cc(O)ccc23)CC1,10,4,-9,15,8,2,-7,13
CCOC(=O)c1ccc2c(c1)nc(COc1ccc(OC)cc1)n2CC,-4,-14,1,7,13,7,1,3
C[C@H](CO)N1C[C@H](C)[C@@H](CN(C)C(=O)Nc2ccc(C(F)(F)F)cc2)Oc2c(NC(=O)NC3CCCCC3)cccc2C1=O,4,6,4,-7,23,16,11,4
Cc1ccccc1NC(=O)COC(=O)CCc1nc2ccccc2c(=O)[nH]1,-10,20,-1,1,-6,6,-5,2
Cc1cc(C)cc(-n2ccnc2SCC(=O)O)c1,-9,-1,-10,-4,-14,2,-5,-7
CCOC(=O)c1c(NC(=O)C2C3C=CC(C3)C2C(=O)O)sc2c1CCC(C)C2 (stereo not drawn),3,8,0,-9,5,4,8,-1
COc1cc(C(=O)COC(=O)c2ccc([N+](=O)[O-])o2)cc(OC)c1OC,4,1,-10,3,6,12,2,2
C/C(CCC(=O)OC[C@H]1O[C@H](C#Cc2ccccc2)C=C[C@@H]1Oc1ccc(C)cc1)=N\OC[C@@H](O)[C@H]1O[C@@H]2OC(C)(C)O[C@@H]2[C@H]1O,7,4,.,.,-1,.,20,-2
COc1cccc(CCC(=O)N2CCC(n3nccc3NC(=O)CC(C)C)CC2)c1,-11,8,6,-9,-4,3,3,2
CCCCn1c(-c2ccc(Br)cc2F)nc2c1c(=O)[nH]c(=O)n2CC(C)C,7,-24,16,20,-4,10,24,-7
O=[N+]([O-])c1ccc(S(=O)(=O)N(CCCN2CCOCC2)Cc2cccs2)cc1,2,17,-7,-18,4,4,-5,3
CC(C)CN1CCC(=O)N([C@H](CO)Cc2ccccc2)CC1,2,1,8,-2,2,6,3,-17
CCOC(=O)[C@H]1[C@H]2COc3ccc(OC)cc3[C@@H]2N2C(=O)c3cc(F)c(F)cc3NC(=O)[C@@]12C,-4,17,-8,7,12,3,6,-2
CN(C)CCCNC(=O)c1cc2c3ccccc3n(C)c2s1,-10,5,-23,4,5,5,6,-1
CCOc1ccc(N=Nc2c(N)[nH][nH]c2=O)cc1,-25,-42,-2,-7,-73,-33,-6,65*
N#Cc1ccsc1NC(=O)COC(=O)c1ccc(Br)o1,-6,11,2,-8,-19,-8,-5,2
Cc1nn(-c2cccc(Cl)c2)c(Cl)c1/C=N/NC(=O)c1cccnc1,8,0,-8,11,9,1,13,-14
O=C(Cc1ccccc1)N/N=C/c1cc(Br)cc(Br)c1O,-10,13,12,26,-12,13,10,-4
Cn1c(CNC(=O)CNC(=O)Cc2ccc(Cl)cc2)cc(=O)n(C)c1=O,13,-2,2,10,2,2,0,-4
CC1CCN(c2c(NCC3CCC(C(=O)NCc4ccc(F)cc4)CC3)c(=O)c2=O)CC1 (stereo not drawn),1,19,14,2,2,2,-13,-6
Cc1cc(C)c2sc(N(CCN(C)C)C(=O)c3cc(Cl)sc3Cl)nc2c1,5,3,19,-2,3,5,2,4
CC1(c2ccc3c(c2)OCCO3)NC(=O)N(CC(=O)Nc2ccccc2SCC#N)C1=O (stereo not drawn),-10,8,-6,4,4,3,-1,-6
CC(=O)c1ccc(OCC(=O)NC(=O)NC2CCCCC2)cc1,25,-3,-19,5,-3,27,-1,0
O=C(CSc1nnc(NC(=O)C2CC2)s1)Nc1ccc(F)cc1,22,7,-3,-3,8,-7,4,-5
O=[N+]([O-])c1ccc(OCn2cncn2)cc1,11,16,2,-1,-12,-9,0,8
CCn1c(NCc2cccs2)nc2ccccc21,-11,-10,-1,6,2,-4,-13,5
CC(C)C(NC(=O)c1ccc2c(c1)OCO2)C(=O)N/N=C\c1ccco1 (stereo not drawn),-10,-17,-3,-2,-3,2,-10,-4

(next part)
compound,Jurkat NFkB inh,697 NFkB inh,EBI2 block,CCR6 antag,UBC13 inh,Gli-Sufu antag,Apaf1 inhib,SENP8 inh
COCCNC(=O)c1ccc(Cl)c(Cl)c1,-4,10,0,2,4,-14,-4,-13
Cc1c(Cl)cccc1N1CC(C)(C)C1=O,-19,-5,4,13,2,-5,-2,-3
CCOC(=O)c1c(S(=O)(=O)NCC(=O)Nc2cccc(C)c2)c(C)n(C)c1C,-8,-9,-5,13,3,1,7,-6
CCc1cc(C(=O)N(C)CC(=O)Nc2c(Cl)cccc2Cl)sc1C,11,5,3,10,-6,-4,2,-6
Cn1c(=O)c2c(nc(OCc3ccc4c(c3)OCO4)n2Cc2ccccc2Cl)n(C)c1=O,-22,-14,-10,-4,-12,-5,9,-1
COc1ccc(CNC(=O)CSCc2c(F)cccc2Cl)cc1,-2,7,2,15,-6,12,2,-5

As a short view, part of the list above.
compound,Jurkat NFkB inh,697 NFkB inh,EBI2 block,CCR6 antag,UBC13 inh,Gli-Sufu antag,Apaf1 inhib,SENP8 inh
NC(=O)C1CCN(c2nc(-c3ccccc3)nc3ccccc23)CC1,-11,-15,9,2,-2,-16,9,3
CN(C)/C=N/c1nc2ccc3c(c2s1)CCCC3,-75,-115,-15,3,0,-72,5,-5
COc1ccc(NC(=O)CSc2n[nH]c(=O)n2C2CC2)cc1OC,-2,-4,-4,10,-5,1,0,0
N=c1c(C(=O)NCc2ccco2)cc2c(=O)n3ccccc3nc2n1CC1CCCO1 (stereo not drawn),-3,6,13,20,-2,6,-2,2
O=C(CN1CCCC1)Nc1ccc(NC(=O)Nc2ccccc2)cc1,-76,-13,-22,8,6,10,-3,-7
COc1c(O)cccc1-c1nnn(CCC(=O)OCC(=O)c2ccccc2)n1,3,20,-1,1,5,7,5,-3
Cc1cccc(NC(=O)C2c3ccccc3C(=O)N3CCc4ccccc4C23)n1 (stereo not drawn),7,5,0,8,-1,9,-13,5
CC(C)(C)NC(=O)CSc1ncccc1-c1nc2ccccc2[nH]1,-3,4,1,13,4,-8,-15,4
CCc1nnc(NC(=O)CSc2nc(C)nc3c2c(=O)n(C)c(=O)n3C)s1,4,-28,-1,-6,5,13,-6,1
COc1ccc(-c2ccc(SCC(=O)NC3CCCC3)nn2)cc1OC,-31,-15,-13,10,-4,13,5,3
CCCCN1C=CC(=C2N=c3cccc([N+](=O)[O-])c3=N2)C=C1,-70,-85,-6,-4,-18,8,1,10
CCC1(C)Cc2c(sc3[nH]c(=O)[nH]c(=O)c23)CS1 (stereo not drawn),-4,7,-1,1,-3,2,8,-7
CCSc1nnc(CNc2ccc(C)cc2)n1C,-1,-6,-5,0,4,-4,-16,2
O=C(c1c[nH]c2ccc(S(=O)(=O)N3CCOCC3)cc2c1=O)N1CCCC1,-5,10,17,-18,6,-17,-9,3
COc1ccc([N+](=O)[O-])cc1NC(=O)c1cccs1,3,0,-8,19,-3,-1,-3,-2
COc1ccccc1N1CCN(C2CC(=O)N(c3ccc(Cl)cc3)C2=O)CC1 (stereo not drawn),-10,10,5,5,2,27,1,-14
CCOc1cc(/C=N/NC(=O)CNc2cccc(C)c2)ccc1OC(=O)c1ccccc1,2,31,1,11,-3,-12,14,1

This is a subset; count on the stated rates, not on these rows.
